From PubChem BioAssay
ERK EGF inh: blocks ERK signaling stimulated by EGF. HEK293-V1b, EGF-stimulated phospho-ERK AlphaScreen. 130,000 compounds, 0.41% hits. Potency, µM (top dose mostly 11.5 µM), without a hit: top-dose activity change, negative = inhibition, actives largely listed as inhibitors; active means well fitted inhibition curve with a large enough effect; inconclusive means small, poorly fitted or top-dose-only effect, or effect the other way;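 further: plate controls were stimulated vehicle wells for no effect and unstimulated vehicle basal for full effect; nearly all actives have a fitted effect of over 55% in size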
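EGF-stimulated (25 nM, 5 min) phospho-ERK in HEK293 cells stably expressing V1b, cells pretreated 30 min with compound at 37C. Homogeneous AlphaScreen read on lysates.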
* hit, by the source's call; ? = inconclusive; & = joins results of further samples; [ ] = another dose, or the depositor's remark. Potency means the concentration at half of the fitted maximal effect. A portion of the library; the hit share may differ from the screen's.

ERK EGF inh	Compound
-5.5%[57.5 µM]	C#CCOCCOCCOCCNc1nc(N2CCN(C(=O)[C@H]([C@@H](C)CC)n3cc([C@@H](N)CO)nn3)CC2)nc(N2CCN(C(=O)[C@H](CCCCN)n3cc([C@@H](N)C(C)CC)nn3)CC2)n1 (stereo partly drawn)
2.9%	Cc1ccc(S(=O)(=O)Nc2cc3c(C(=O)Nc4ccccc4)c(C)oc3c3ccccc23)cc1
-13.5%[57.5 µM]	CC1=CC2=NC(=O)/C(=C/c3cccn3Cc3ccccc3)C(=N)N2O1
-1.7%	COc1ccc(C)cc1NC(=O)N1CCC(CO)(CC2CCCCO2)CC1 (stereo not drawn)
33.0%	O=C(Nc1cccc(N2C(=O)C3C4C=CC(C4)C3C2=O)c1)c1cccs1 (stereo not drawn)
0.9%	O=C(C[n+]1ccc(/C=N/O)cc1)N(Cc1ccccc1)Cc1ccccc1
0.3%	Cc1cc(C(=O)CSc2nnc(N)s2)c(C)n1Cc1cccs1
-14.0%	NS(=O)(=O)c1ccc(CNC(=O)c2scc3c2CCCC3)cc1
-1.0%	COc1ccc(CSCCNC(=S)Nc2ccccc2)cc1Cl
19.5%&-1.4%	O=C(O)c1cc2cc(Cc3cccnc3)ccc2o1
-3.6%	COc1ccc(-n2cnc3c(sc4nc(N5CCOCC5)c5c(c43)CCCC5)c2=O)cc1
-5.5%	Cc1noc2ncnc(N3CCCC3)c12
7.5%	COC(=O)c1c(NC(=O)CC2SC(N)=NC2=O)sc(C)c1C (stereo not drawn)
-1.1%	O=c1cc(CN2CCN(S(=O)(=O)c3ccccc3)CC2)nc2sccn12
4.7%	CCN(CC)C(=O)CN1C(=O)NC2(CCc3ccccc3C2)C1=O (stereo not drawn)
2.0%	CC(C)CC(=O)N1CCN(S(=O)(=O)c2ccc(Cl)cc2)CC1
1.4%[57.5 µM]	c1ccc(-c2cc(-c3ccccc3)on2)cc1
19.4%	CN(C)C(=O)CSc1nc2ccccc2n1Cc1ccccc1
2.4%[57.5 µM]	CC1Cc2ccccc2N1C(=O)CCn1c(=O)sc2ccccc21 (stereo not drawn)
4.1%	Cc1cc(=O)n2[nH]c(N)c(N=Nc3ccccc3F)c2n1
-9.6%	Cn1cccc1C(C#N)c1ncc(C(F)(F)F)cc1Cl (stereo not drawn)
-1.6%[57.5 µM]	O=C(Nc1ccc(N2CCOCC2)nc1N1CCOCC1)c1cccc(C(F)(F)F)c1
4.3%	Cn1c(NC(=O)C[n+]2cc(-c3ccccc3)n3c2CCC3)cc(=O)n(C)c1=O
5.2%	O=C(c1ccncc1)N1CCN(C2CCCCC2)CC1
-32.2%	COc1cc(NC(=O)c2ccccc2F)ccc1NC(=O)c1ccccc1Cl
-16.0%[57.5 µM]	Cc1ccccc1-c1ccc(/C=C2/SC(N3CCOCC3)=NC2=O)o1
2.3%	CNc1nc(-c2ccc3c(c2)CCN3C(=O)c2ccc(F)cc2)cs1
5.1%	COc1ccc(CN2CCN(C(=O)c3ccco3)CC2)cc1OC
5.9%	CC(=O)Nc1ccccc1OC(C)C(=O)NC(C)c1ccc(F)cc1 (stereo not drawn)
6.3%	Cc1cc(NS(=O)(=O)c2ccc(NC(=O)CSc3nnc(-c4ccco4)n3Cc3ccco3)cc2)nc(C)n1
1.1%	O=[N+]([O-])c1cccc(S(=O)(=O)c2cccc([N+](=O)[O-])c2)c1
-6.4%	CCn1c(N)c(Br)c(=O)[nH]c1=O
25.1µM*	Cc1cc(/C=C2/C(=O)N(C)C(=S)N2C)ccc1N1CCCC1
7.9%[57.5 µM]	Nc1nc(NCc2ccc(Cl)cc2)nc(NCCO)c1[N+](=O)[O-]
?	O=C(/C=C/c1ccc(O)c(O)c1)OC1C(O)CC(OC(=O)/C=C/c2ccc(O)c(O)c2)(C(=O)O)CC1O (stereo not drawn)
2.8%[57.5 µM]	C=CCSc1n[nH]c(=O)n1-c1cccc(C(F)(F)F)c1
5.6%	O=c1oc2ccccc2c2[nH]ccc12
-2.1%[57.5 µM]	Cc1ccc(S(=O)(=O)Nn2c(O)c(C=C3N=c4ccccc4=N3)sc2=S)cc1
22.2%	O=c1[nH]c(=O)c2nc(Br)n(C3OC(CO)C(O)C3O)c2[nH]1 (stereo not drawn)
-6.2%	Fc1ccc2nc(Nc3nc4cc5c(cc4s3)OCCO5)sc2c1

Overlap with the part before: two compounds, then new ones.
ERK EGF inh	Compound
22.2%	O=c1[nH]c(=O)c2nc(Br)n(C3OC(CO)C(O)C3O)c2[nH]1 (stereo not drawn)
-6.2%	Fc1ccc2nc(Nc3nc4cc5c(cc4s3)OCCO5)sc2c1
0.4%	COC(=O)c1c(C)[nH]c(C(=O)OCC(=O)N2c3ccccc3NC(=O)C2(C)C)c1C
-2.3%	O=C1N=C(N2CCOCC2)S/C1=C\c1ccc(-c2ccccc2Cl)o1
10.0%&-5.1%	Brc1c(Br)c(Br)c2n[nH]nc2c1Br
0.0%	Cc1cc(C(=O)COC(=O)c2ccc3c(c2)OCO3)c(C)n1CC1CCCO1 (stereo not drawn)
3.3%	O=C(N/N=C/c1ccc(N2CCOCC2)o1)c1cccc(C(F)(F)F)c1
-7.5%	CC(=O)c1ccc(N2CCN(C(=O)COc3ccccc3F)CC2)c(F)c1
3.0%	COc1cccc(-c2nnc(SC(C(=O)c3c[nH]c4ccccc34)c3ccccc3)n2C)c1 (stereo not drawn)
-8.8%	CCOC(=O)NC(=O)C(/C=N/c1sccc1C(=O)OC)=C(\C)O
?	Cc1ccc(Nc2nc(NCc3ccco3)c3ccccc3n2)cc1
?	NNC(=O)c1ccc(N2CCCCCC2)c([N+](=O)[O-])c1
6.7%	CSc1nnc(C)c(=O)n1COC(=O)c1ccc(S(=O)(=O)N2CCCC2)cc1
-8.5%[57.5 µM]	CCn1c(O)c(N=Nc2ccc(Cl)c(C(=O)O)c2)c2ccccc21
-0.6%	CC(C)CC(=O)NC(=S)NNC(=O)c1ccc([N+](=O)[O-])cc1
0.3%[57.5 µM]	Cc1ccc(CNC(=S)Nc2cc(C(=O)O)ccc2C)cc1
-3.2%	CC(C)CNC(=O)COC(=O)/C=C/c1ccco1
-1.9%[57.5 µM]	CCN(CC)CCCNC(=O)C(C)n1c2ccccc2c2nc(=O)cc(C)n21 (stereo not drawn)
-19.0%	CC1CCCCN1CC(=O)NC(c1ccccc1)c1ccccc1 (stereo not drawn)
-16.1%[57.5 µM]	CC(=O)OC(C(=O)N1CCOCC1)c1c(F)cccc1F (stereo not drawn)
1.2%[57.5 µM]	CCCSc1nc2ccccc2n1CC(=O)O
-7.2%	COc1ccc(C2=NNC(c3cccnc3)=Nc3ccc(OC)cc32)cc1

Filtered by structure: the entries above with bromine
ERK EGF inh	Compound
-6.4%	CCn1c(N)c(Br)c(=O)[nH]c1=O
22.2%	O=c1[nH]c(=O)c2nc(Br)n(C3OC(CO)C(O)C3O)c2[nH]1 (stereo not drawn)
10.0%&-5.1%	Brc1c(Br)c(Br)c2n[nH]nc2c1Br

Additional compounds
ERK EGF inh	Compound
-5.9%	CCNS(=O)(=O)c1ccc2nc(NC(=O)/C=C/c3cc(OC)c(OC)c(OC)c3)sc2c1
-5.0%[57.5 µM]	Nn1c(C2CCCCC2)nc2ccccc2c1=O
2.2%	COc1cccc(NC(=O)CSc2nc3c(oc4ccccc43)c(=O)[nH]2)c1
3.0%	Cc1ccc2nc(-c3ccncc3)c(NC3CCCC3)n2c1
-0.4%	COC(=O)c1c(NC(=O)CSc2ncnc3[nH]ncc23)sc2c1CCC2
1.0%	Cc1cc(C(=O)OCC(=O)N2CCOCC2)ccc1[N+](=O)[O-]
-1.4%	O=C(Nc1nnc(-c2ccco2)o1)c1ccc2ccccc2c1
0.3%&2.9%	C[C@H](CO)NC(=O)[C@H](C)[C@H]1C[C@]1(C)[C@H](NC(=O)OCc1ccccc1)c1ccccc1
7.3%	Nc1c(N2CCCC2)c2ccccc2oc1=O
3.8%	CC(C)NC(=O)N1CC[C@@]2(CCCN(C(=O)Oc3ccccc3)C2)C1
-7.1%	CC1(C)CC[C@]2(C(=O)O)CC[C@]3(C)C(=CCC4[C@@]5(C)CC[C@H](O)C(C)(C)[C@@H]5CC[C@]43C)C2C1 (stereo partly drawn)
-3.7%[57.5 µM]	O=C(C1CCCCC1)N1CCc2[nH]c3ccc(F)cc3c2C1
1.6%[57.5 µM]	CN(C)c1ccc(P(=O)(OC2CCCCC2)C(O)c2ccncc2)cc1 (stereo not drawn)
-4.5%[57.5 µM]	COC(=O)/C(C#N)=C/c1c(Oc2cccc(C)c2C)nc2ccccn2c1=O
-1.6%	C/C(N)=C(/C#N)C(=O)COC(=O)Cc1coc2ccc3ccccc3c12
-2.0%[57.5 µM]	Cc1cccc(Cl)c1NC(=S)NCCc1ccccn1
2.6%[57.5 µM]	CCOc1cc(/C=C(/NC(C)=O)C(=O)O)cc(Cl)c1OCc1cccc(Br)c1
-8.7%	CC[n+]1c(C)cc2c(sc3ccccc32)c1C
3.4%	NC(=O)c1nsc(C(=O)N(c2cccc(F)c2)C(C(=O)NCC2CCCO2)c2cccs2)c1N (stereo not drawn)
-7.1%	N[C@H](C(=O)O)c1ccc(C(=O)O)c(O)c1
0.7%	CCN(CC)c1ccc(-c2n[nH]c(=S)n2-c2ccccc2C)cc1
3.2%	COc1ccc(N2CCN(C(=O)CCNC(=O)c3ccc(C(C)(C)C)cc3)CC2)cc1
3.5%	CCOP(=O)(OCC)C(NC(C)=O)C(=O)c1ccccc1 (stereo not drawn)
-0.8%	CNC(=O)NC(=O)COC(=O)/C=C/c1cccc(Br)c1
-20.1%[57.5 µM]	Cc1[nH]c2ccccc2c1C(=O)CN1CCCC1
-14.1%[57.5 µM]	O=C(Nc1ccc(F)cc1F)Nc1csc2ccccc12
3.6%	Cc1nnc(N/N=C/C2CC=CCC2)[nH]c1=O (stereo not drawn)
2.1%[57.5 µM]	Cc1ccc(CCNC(=O)CS(=O)Cc2nc(-c3cccs3)oc2C)cc1 (stereo not drawn)
3.4%	C[C@@H](C1[C@@H](O)CC2C3C=CC4C[C@@H](O)CC[C@]4(C)[C@H]3CC[C@@]21C)[C@@H]1CCCCN1 (stereo partly drawn)
6.6%	O=C(O)C1CC(C2CCCCN2)CN2CCCCC12 (stereo not drawn)
6.6%	CC(C)[C@@H](CC(=O)N[C@@H]1CCCC[C@H]1C(=O)N[C@H](CC(=O)N[C@@H](CCC(=O)O)CC(=O)O)Cc1c[nH]c2ccccc12)NC(=O)C[C@H](Cc1c[nH]c2ccccc12)NC(=O)[C@@H]1CCCC[C@H]1N
-7.7%[57.5 µM]	CN(NC1OC(=O)c2ccccc21)c1ccc(Cl)cc1[N+](=O)[O-] (stereo not drawn)
-7.1%	CC(C)Cn1c(N)c(C(=O)COC(=O)c2ccc(Cl)cc2)c(=O)n(C)c1=O
5.6%	CCCCOC(=O)c1ccc(NC(c2ccc(C)cc2)P(=O)(OC)OC)cc1 (stereo not drawn)
-2.8%	CC(=O)Nc1ccc(C(C#N)c2ccccc2)cc1 (stereo not drawn)
11.3%	O=c1c(O)c(-c2ccc(O)c(O)c2)oc2c(OC3OC(CO)C(O)C(O)C3O)c(O)cc(O)c12 (stereo not drawn)
6.4%	CC(C)NC(=O)c1ccccc1NC(=O)C1COc2ccccc2O1 (stereo not drawn)
-2.9%	CN(C1=NC(=O)C(CC(=O)O)S1)c1ccc(O)cc1 (stereo not drawn)
-1.8%	CN1CCc2c(c3ccccc3n2Cc2ccccc2)C1
4.8%	COC(=O)c1c(S(C)(=O)=O)nc(-c2ccccc2)[nH]c1=O

The list goes on (six carried over from the part before).
ERK EGF inh	Compound
-2.8%	CC(=O)Nc1ccc(C(C#N)c2ccccc2)cc1 (stereo not drawn)
11.3%	O=c1c(O)c(-c2ccc(O)c(O)c2)oc2c(OC3OC(CO)C(O)C(O)C3O)c(O)cc(O)c12 (stereo not drawn)
6.4%	CC(C)NC(=O)c1ccccc1NC(=O)C1COc2ccccc2O1 (stereo not drawn)
-2.9%	CN(C1=NC(=O)C(CC(=O)O)S1)c1ccc(O)cc1 (stereo not drawn)
-1.8%	CN1CCc2c(c3ccccc3n2Cc2ccccc2)C1
4.8%	COC(=O)c1c(S(C)(=O)=O)nc(-c2ccccc2)[nH]c1=O
-1.9%	Cc1cc(Cl)ccc1NC(=S)N(CCCN1CCOCC1)Cc1cccs1
-0.2%	Cc1ccnc(NC(=O)Cc2ccc([N+](=O)[O-])cc2)c1
3.4%	COc1ccc(C)cc1NC(=O)c1cc2c(s1)CCC2
-13.4%	OC(CNC1CCCC1)COc1ccc(-c2ccccc2)cc1 (stereo not drawn)
6.1%[57.5 µM]	COCC(=O)Nc1ccc(OC)c(Cl)c1
-1.1%	CC(=O)c1ccc(NC(=O)CSc2nnc(Cn3cnc4ccccc43)o2)cc1
1.5%	COc1ccc(S(=O)(=O)CCC(=O)Nc2ccc(OC)cc2OC)cc1
-6.3%	COC(=O)[C@H](Cc1ccccc1)NC(=O)O[C@@H]1C(=O)c2cc(Br)ccc2O[C@H]1c1ccc2c(c1)OCO2
0.3%	CSc1ncccc1C(=O)OCC(=O)c1cccs1
14.6%&-0.1%	CCCCCC[C@@H]([C@@H](C)O)n1cnc2c(N)ncnc21
8.8%	O=C(CSc1cccc[n+]1[O-])N1CCCc2ccccc21
-4.3%[57.5 µM]	O=S(=O)(Nc1nc2ccccc2nc1NCc1ccco1)c1ccc(F)cc1
-5.6%	COc1cc(OC)c(OC)cc1/C=N/NC(=O)c1cccc(S(=O)(=O)N2CCOCC2)c1
3.6%	CCOC(=O)C1C(=O)C=C(c2ccc(C)cc2)CC1c1ccccc1 (stereo not drawn)
8.4%[57.5 µM]	COC(=O)c1ccccc1NC(=O)c1ccc(F)cc1
6.5%	O=C(CSc1ncnc2c1cnn2CCO)Nc1cccc(C(F)(F)F)c1
